TEAD-YAP block: TEAD-YAP interaction inhibition; HEK-TIYL cells, TEAD-Gal4/YAP UAS-luciferase luminescence; inhibition, % at 9.12 µM; actives 1.4% (n = 640,000); AID 1259422; in the data active = inhibition above about 32%;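 note: 0% = median of test compound wells and 100% = reference inhibitor wells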
MITF primary: inhibitors of human MITF; O75030; AlphaScreen MITF homodimerization, bead proximity signal; inhibition, % at 2.6 µM; actives 0.91% (n = 650,000); in the data active = inhibition above about 50%;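 note: 0% = vehicle wells with protein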
FBW7 act: human FBW7 E3 ligase activation, primary screen | Q969H0 | AlphaScreen FBW7–phospho-cyclin E peptide binding, activator screen | normalized activity (activation), % at 26.1 µM | actives 0.13% (n = 650,000); in the data active = normalized activity above about 1.9%;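 note: purified mutant Fbw7 with reduced substrate affinity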
Target sequence (Q969H0 whole entry, looked up): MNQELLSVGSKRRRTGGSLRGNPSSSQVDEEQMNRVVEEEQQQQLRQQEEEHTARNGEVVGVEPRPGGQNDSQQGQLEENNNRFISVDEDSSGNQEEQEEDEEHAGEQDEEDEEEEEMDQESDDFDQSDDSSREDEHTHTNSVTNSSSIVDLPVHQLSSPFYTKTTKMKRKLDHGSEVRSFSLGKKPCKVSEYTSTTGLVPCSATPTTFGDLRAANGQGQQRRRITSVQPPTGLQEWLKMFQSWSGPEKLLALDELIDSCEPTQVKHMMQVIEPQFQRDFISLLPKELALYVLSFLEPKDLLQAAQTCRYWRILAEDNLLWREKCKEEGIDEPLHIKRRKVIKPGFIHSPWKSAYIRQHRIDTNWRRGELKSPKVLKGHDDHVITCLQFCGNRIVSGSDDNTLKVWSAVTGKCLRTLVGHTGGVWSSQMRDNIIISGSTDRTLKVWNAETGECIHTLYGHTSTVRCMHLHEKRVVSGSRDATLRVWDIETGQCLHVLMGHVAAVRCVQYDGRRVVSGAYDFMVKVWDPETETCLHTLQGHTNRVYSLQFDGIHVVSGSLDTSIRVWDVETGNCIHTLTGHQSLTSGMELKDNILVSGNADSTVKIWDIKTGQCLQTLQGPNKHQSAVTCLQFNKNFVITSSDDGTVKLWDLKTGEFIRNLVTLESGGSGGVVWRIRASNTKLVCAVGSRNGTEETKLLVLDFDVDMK
GPR151 ag: activates the human receptor GPR151 | Q8TDV0 | activation, % at 11.2 µM | PathHunter beta-arrestin GPR151 cells, luminescence | actives 1% (n = 650,000) | AID 1508602; in the data active = activation above about 4.9%;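 note: 0% = median of compound wells and 100% = cells with positive control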
Target sequence (Q8TDV0 whole entry, looked up): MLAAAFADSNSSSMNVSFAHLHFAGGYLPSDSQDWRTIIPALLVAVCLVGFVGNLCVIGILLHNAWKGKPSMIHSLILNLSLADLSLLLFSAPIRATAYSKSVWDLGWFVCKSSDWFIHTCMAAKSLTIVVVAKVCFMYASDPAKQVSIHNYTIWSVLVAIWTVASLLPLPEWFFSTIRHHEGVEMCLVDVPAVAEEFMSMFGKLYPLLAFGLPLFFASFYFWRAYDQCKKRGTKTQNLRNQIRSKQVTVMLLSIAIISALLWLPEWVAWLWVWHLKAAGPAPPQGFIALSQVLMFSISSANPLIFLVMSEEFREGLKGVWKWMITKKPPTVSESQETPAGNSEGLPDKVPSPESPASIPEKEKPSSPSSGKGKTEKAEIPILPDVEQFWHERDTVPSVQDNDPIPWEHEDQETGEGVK
* = called active by the depositor; / = no result given.

no.	compound	TEAD-YAP block	MITF primary
1	O=C(Cn1ncc2c1-c1ccccc1OC2)NCc1ccc(Cl)cc1	8	-1
2	COc1ccc(NS(=O)(=O)c2cc(-c3n[nH]c(=O)c4ccccc34)ccc2C)cc1	4	8
3	O=C(CC(NCc1cccnc1)C(=O)O)Nc1cccc(C(F)(F)F)c1 (stereo unspecified)	0	0
4	Cc1nc2nc(SCc3ccccc3F)nn2c(C)c1Cc1ccccc1F	-25	6
5	CC(=O)c1ccccc1-c1ccc2c(c1)CC(CNC(=O)c1cc(C)oc1C)O2 (stereo unspecified)	-14	7
6	CC(C)(C)C(=O)NC1CCN(Cc2nnnn2C2CCCC2)CC1	12	10
7	O=C(CCS(=O)(=O)c1ccc(Cl)cc1)NC1CCCC1	-9	13
8	CCCc1c2c(C)c(C(=O)OCC)nc-2cc2n1CC(C)=C2C	16	18

no.	FBW7 act	GPR151 ag
1	-0.1	0.1
2	0.0	3.2
3	-0.1	-2.3
4	0.1	-0.2
5	-0.1	-0.2
6	0.3	-0.6
7	0.3	-0.4
8	-0.1	0.4

A second format for part of the listing above:
The line under a structure holds: TEAD-YAP block	MITF primary	FBW7 act	GPR151 ag
(1) O=C(Cn1ncc2c1-c1ccccc1OC2)NCc1ccc(Cl)cc1
    8	-1	-0.1	0.1
(3) O=C(CC(NCc1cccnc1)C(=O)O)Nc1cccc(C(F)(F)F)c1 (stereo unspecified)
    0	0	-0.1	-2.3

The listing continues.
no.	compound	TEAD-YAP block	MITF primary
9	CN(CCCNC(=O)C1CCN(c2nnc(-n3cccc3)s2)CC1)C1CCCCC1	3	6
10	O=C(NCc1cccc(Br)c1)c1cc(-c2ccccc2O)on1	-46	-3
11	Cc1ccccc1OCc1nc(-c2cccnc2)n[nH]1	-16	2
12	CC1CCCC(NC(=O)Cn2cc3c(n2)CCCCC3)C1C (stereo unspecified)	2	-6
13	CN(C)[C@@H]1C(=O)C(C(=O)NCN2CCCC2)=C(O)[C@@]2(O)C(=O)C3=C(O)c4c(O)cccc4[C@@](C)(O)[C@H]3C[C@@H]12	-2	75*
14	COc1ccc(-c2cc(-c3ccc(C)cc3)n[nH]2)c(O)c1	-77	21
15	COc1ccc2nc(NC(=O)c3sc4ccccc4c3Cl)sc2c1	-9	-8
16	CCOC(=O)COc1ccc2c(=O)c(-c3ccccc3OC)c(C(F)(F)F)oc2c1	-5	2

no.	FBW7 act	GPR151 ag
9	0.1	-1.6
10	0.2	1.1
11	-0.1	3.7
12	0.0	1.4
13	-0.5	0.1
14	0.1	-1.0
15	-0.1	-0.4
16	0.0	0.6

no.	compound	TEAD-YAP block	MITF primary
17	CCCNc1ccnc(Nc2cnccn2)n1	-8	15
18	COC(=O)c1ccc(Nc2c([N+](=O)[O-])ccc3nonc23)cc1	10	5
19	CN(C)C(=O)C1C2NC(=S)N(c3cccc(Cl)c3)C1(C)Oc1ccc(Cl)cc12 (stereo unspecified)	0	39
20	CCC(C)NC(=O)C(=O)NC1CCCCC1 (stereo unspecified)	-8	8
21	CCN(c1ccccc1)S(=O)(=O)c1ccc(F)c(C(=O)Nc2ccc(C(C)C)cc2)c1	24	-3
22	NC(=O)c1ccccc1NC(=O)CCC1CCCC1	-17	2
23	O=C(O)C1CC1C(=O)N1CCCC(c2nc(-c3ccc(Cl)cc3)c3ccccn23)C1 (stereo unspecified)	6	-6
24	O=C(CSc1nnc(-c2ccccc2)c(-c2ccccc2)n1)Nc1ccccc1Cl	15	-1

no.	FBW7 act	GPR151 ag
17	0.2	-1.6
18	0.7	-2.1
19	0.0	-1.0
20	0.2	-0.3
21	0.2	1.1
22	0.0	0.0
23	0.0	0.1
24	-0.2	-0.3

no.	compound	TEAD-YAP block	MITF primary
25	CCN(CC)CCNC(=O)Cn1cccc1C(=O)c1ccccc1	-16	-28
26	Cc1[nH]c2ccccc2c1CCNC(=O)c1cc(F)c(F)cc1Cl	-4	13
27	N#CCOC(=O)C1COc2ccccc2O1 (stereo unspecified)	3	1
28	COc1ccc(/C=C(\C#N)C(=O)Nc2ccc(N3CCCCC3)cc2)cc1	3	7
29	O=C1CCC(=O)N1Cc1c(Cl)cccc1Cl	9	12
30	Cn1cccc1/C=C1/N=C(c2ccc([N+](=O)[O-])cc2)OC1=O	4	5
31	CCn1c(SCC(=O)Nc2cccc(C)c2C)nnc1-c1cn(C)nc1OC	9	-5
32	CCCCSc1nnc2c(n1)OC(c1cc3c(cc1Cl)OCO3)Nc1ccccc1-2 (stereo unspecified)	-23	13

no.	FBW7 act	GPR151 ag
25	-0.1	-0.1
26	-0.1	0.4
27	0.1	3.4
28	-0.2	3.0
29	0.5	-0.6
30	0.1	0.1
31	0.4	-0.2
32	-0.1	-1.0

no.	compound	TEAD-YAP block	MITF primary
33	O=C(CSc1cccc[n+]1[O-])Nc1ccc(C(=O)O)cc1	10	-4
34	CC(=O)Nc1ccc(NC(=O)c2cc(C)cc(C)c2)cc1	0	-10
35	Nc1cc(=O)[nH]c(SCC(=O)c2ccco2)n1	-1	21
36	COc1ccc(CN2C(=O)CCC2(C)C(=O)NC2CCCCCCC2)c(OC)c1 (stereo unspecified)	-10	-4
37	COc1ccccc1C(=O)N[C@H]1C[C@H]2C(=O)N[C@H](C)C(=O)N2C1	1	4
38	CCCCOC(=O)C1=C(C)NC(=O)NC1c1cc(Br)ccc1OC (stereo unspecified)	11	9
39	CCC(Oc1ccccc1)C(=O)NCCN(C)C (stereo unspecified)	3	-14
40	C=C(C(=C)S(=O)(=O)c1ccc(Cl)cc1)S(=O)(=O)c1ccc(Cl)cc1	7	16

no.	FBW7 act	GPR151 ag
33	0.1	-2.0
34	0.1	-0.9
35	0.0	-1.3
36	0.1	0.2
37	-0.1	-0.6
38	0.3	-1.4
39	-0.1	0.9
40	0.1	-1.6

no.	compound	TEAD-YAP block	MITF primary
41	Cc1ccc(C(=O)Nc2ccc(C(=O)Nc3ccccc3C(=O)O)cc2)cc1	0	-4
42	O=C1N[C@@H](Cc2ccccc2)C(=O)N2C[C@@H](NCc3cnn(-c4cccc(F)c4)c3)C[C@@H]12	-12	9
43	O=C(Nc1ccc(Cl)c(-c2nc3ccccc3s2)c1)c1cccnc1	-9	8
44	COc1ccccc1CN1CC(C(=O)NCCc2ccc(Cl)cc2)CC1=O (stereo unspecified)	-3	-6
45	CC(=O)NC(=O)c1cc2ccccc2oc1=Nc1ccccc1F	-47	0
46	O=C(CSc1nc(-c2ccccc2Cl)ns1)NC1CCCC1	3	11
47	N=c1oc2ccccc2cc1C(N)=O	-12	6
48	COc1ccc(OC)c(S(=O)(=O)N2CCC(NC(=O)c3ccccc3)CC2)c1	4	3

no.	FBW7 act	GPR151 ag
41	0.0	-0.9
42	0.0	-1.5
43	-0.1	0.0
44	0.1	0.1
45	-0.1	0.4
46	0.2	-0.2
47	0.4	-1.3
48	-0.1	-0.3

3 compounds already listed, arranged by SMILES length, rising.
no.	compound	TEAD-YAP block	MITF primary
45	CC(=O)NC(=O)c1cc2ccccc2oc1=Nc1ccccc1F	-47	0
44	COc1ccccc1CN1CC(C(=O)NCCc2ccc(Cl)cc2)CC1=O (stereo unspecified)	-3	-6
48	COc1ccc(OC)c(S(=O)(=O)N2CCC(NC(=O)c3ccccc3)CC2)c1	4	3

no.	FBW7 act	GPR151 ag
45	-0.1	0.4
44	0.1	0.1
48	-0.1	-0.3

Further results
no.	compound	TEAD-YAP block	MITF primary
49	CCOC(=O)C1CCN(Cc2cn3c(-c4ccc(OC)cc4)nnc3s2)CC1	0	-4
50	COc1ccc(CCNC(=O)COc2ccccc2Cl)cc1	0	0
51	CC(=O)c1cccc(Nc2nc(-c3cc4cc(Cl)ccc4oc3=O)cs2)c1	7	15
52	N=C1/C(=C2/Nc3ccccc3S2)CC(=O)N1C1CC1	-10	3
53	O=C1OC(c2ccc(I)cc2)=N/C1=C\c1ccco1	-10	-2
54	O=C(COC(=O)c1cc(=O)[nH]c(=O)[nH]1)NCc1ccccc1Cl	4	25
55	CCOC(=O)c1c(N)sc(C)c1-c1ccc(Cl)cc1	15	9
56	NC(=O)c1ccsc1NC(=O)c1ccccc1Cl	-11	-6

no.	FBW7 act	GPR151 ag
49	-0.5	-1.7
50	-0.1	0.4
51	0.9	-0.4
52	-0.2	4.5
53	0.0	1.2
54	0.0	1.1
55	0.0	0.1
56	0.0	-0.6

no.	compound	TEAD-YAP block	MITF primary
57	CCOC(=O)C1=CN(c2ccc(C)c(C)c2)C=C(C(=O)OCC)C1c1ccsc1	-1	-16
58	CCOC(=O)c1ccc(NS(=O)(=O)c2cc3[nH]c(=O)c(=O)[nH]c3cc2C)cc1	-6	-8
59	O=C(Nc1ccccc1)C1=C(c2ccccc2)S(=O)(=O)CCS1(=O)=O	81*	11
60	Cc1ccc2cnn(CCCC(=O)NC(C)C)c2c1	-9	11
61	COc1cccc(C=O)c1OS(=O)(=O)c1ccccc1[N+](=O)[O-]	9	12
62	COc1ccc2c(c1)nc(SCC(=O)c1ccco1)n2C	1	4
63	O=C(/C=C\c1ccccc1)Oc1cccc2cccnc12	17	14
64	CC(Cc1cccnc1)NC(=O)c1cc(COc2ccc(F)cc2F)on1 (stereo unspecified)	5	8

no.	FBW7 act	GPR151 ag
57	0.7	0.2
58	0.2	-0.3
59	0.5	0.6
60	0.7	-0.5
61	-0.2	0.0
62	0.0	-0.6
63	-0.5	-0.3
64	0.3	-0.5

no.	compound	TEAD-YAP block	MITF primary
65	CC1=C(C(=O)Nc2ccc(C)cc2C)C(c2cccc(Cl)c2)NC(=O)N1 (stereo unspecified)	9	5
66	CCOC(=O)c1ccc(NC(=O)CSc2nnc(CNC(=O)c3ccco3)n2-c2cc(OC)ccc2OC)cc1	-3	-3
67	Cc1cc(C)c(C(=O)/C=C/c2ccc(F)cc2)c(=O)[nH]1	19	7
68	CCOc1ccc(/C=C2\N=C(c3cc(Br)ccc3OC)OC2=O)cc1	0	7
69	COc1ccc(OC)c(/C=C(/NC(=O)c2ccc(Cl)cc2Cl)C(=O)O)c1	9	10
70	CCC(=O)Oc1ccc2c(C)c(Cc3ccccc3)c(=O)oc2c1C	10	15
71	CCOCCOC(=O)c1ccc(NC(=O)C(C)(C)C)cc1	-22	8
72	CC(=O)Nc1ccc(NC(=O)C2CCN(c3nn4c(=O)cc(C)nc4s3)CC2)cc1	0	4

no.	FBW7 act	GPR151 ag
65	-0.1	1.0
66	-0.3	-2.0
67	0.2	-0.1
68	-0.1	4.9
69	0.0	-0.4
70	0.1	-1.2
71	-0.1	-1.3
72	0.4	-0.2

no.	compound	TEAD-YAP block	MITF primary
73	CCOC(=O)N/N=C1\C[C@@H](O)[C@@H](O)[C@@H]2[C@@H]3C(=O)N(c4ccc(F)cc4F)C(=O)[C@@H]3CC[C@@H]12	/	8
74	Cc1ccc(OCC(=O)N/N=C/c2ccccc2O)cc1	10	16
75	COc1ccccc1NC(=O)c1sc2nc(-c3ccccc3)cn2c1C	-16	-9
76	Cc1ccc(C)c2sc(NC(=O)C3=COCCO3)nc12	-13	-12
77	O=C(COc1ccc(S(=O)(=O)N2CCCC2)cc1)Nc1ccc(F)cc1	4	-5
78	COC(=O)c1ccc(OCC(O)CN2CCN(CC(O)COc3ccc(C(=O)OC)cc3)CC2)cc1 (stereo unspecified)	8	3
79	NC(=O)c1ccsc1NC(=O)CSc1nnc(NCc2ccccc2)s1	7	-1
80	O=C(/C=C/c1cccc([N+](=O)[O-])c1)NNc1c(F)c(F)cc(F)c1F	-1	-5

no.	FBW7 act	GPR151 ag
73	0.3	-0.6
74	-0.1	2.6
75	0.0	0.6
76	-0.1	2.6
77	0.0	1.0
78	-0.3	-0.9
79	0.8	-0.1
80	-0.1	1.0

no.	compound	TEAD-YAP block	MITF primary
81	O=C(Nc1ccc(S(=O)(=O)Nc2nccs2)cc1)c1ccc(Cl)cc1Cl	-3	-6
82	Oc1ccc(Br)cc1-c1nc2cnccn2c1NC1CCCC1	6	0
83	COc1ccc(/C=C/c2ccnc(NS(=O)(=O)c3ccc(NC(=O)c4ccccc4)cc3)n2)cc1OC	-74	-13
84	Cc1nc(SCC(=O)Nc2ccc3[nH]c(=O)[nH]c3c2)nc(C)c1C	-1	-2
85	CCOC(=O)CNC(=O)CN(C(=O)c1snc(C(N)=O)c1N)c1ccccc1F	1	-4
86	CNC(=O)CSc1nc(-c2ccccc2)cc(C(F)(F)F)c1C#N	6	3
87	CC(=O)N1CCC(NC(C)C23CC4CC(CC(c5ccc(Cl)cc5)(C4)C2)C3)CC1 (stereo unspecified)	-1	-6
88	O=C(O)/C=C/c1ccc(S(=O)(=O)N2CCN(CCN3C(=O)C4C5C=CC(C5)C4C3=O)CC2)cc1 (stereo unspecified)	9	-5

no.	FBW7 act	GPR151 ag
81	-0.2	0.0
82	0.1	-0.7
83	0.0	-0.3
84	0.1	-1.3
85	-0.1	-0.5
86	0.1	-1.0
87	-0.3	-0.3
88	-0.1	0.7

no.	compound	TEAD-YAP block	MITF primary
89	Cc1cccc(C)c1Nc1nnc(SCC(=O)Nc2sccc2C#N)s1	1	7
90	CSc1ccccc1C(=O)Nc1nc2c(Cl)ccc(Cl)c2s1	15	4
91	CS(=O)(=O)c1ccc(C(=O)Nc2ccc(F)cc2F)c(Cl)c1	-16	-5
92	Cc1ccc(C(=O)NNc2cc(N3CCCCC3)nc(N3CCCCC3)n2)cc1	-7	13
93	C=CCOc1ccc(-c2nn(-c3ccccc3)cc2/C=c2\sc3nc(-c4cccnc4)nn3c2=O)cc1	-13	2
94	O=C(/C=C/c1ccccc1)Nc1ccc2nc(SCC(=O)NCC3CCCO3)sc2c1 (stereo unspecified)	-16	-3

no.	FBW7 act	GPR151 ag
89	-0.2	1.5
90	0.0	2.7
91	0.1	-2.4
92	0.1	1.2
93	0.4	2.5
94	-0.1	0.5
